Integrin act MD = qHTS for Activators of Integrin-Mediated Alleviation for Muscular Dystrophy; alpha7betagal myoblasts, beta-gal FDG fluorescence, 48 h; Potency, µM (titrated, usually from 38.3 µM), for inactives: top-dose activation, most hits filed as activators; 350,000 compounds, 0.064% hits;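 also: potency is read from the fitted curve at half-maximal effect; 100% = response of the positive control SU9516; nearly all actives have a fitted effect of over 60% in size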
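Alpha7betagal+/- myoblasts (passage 13) were plated 16-24 hr, then exposed to compounds (1:260 dilution of DMSO stock) for 48 hours at 37C. After MPER lysis, β-galactosidase reporter activity was read as FDG fluorescence (ex 480/em 540) after 30 minutes.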
TSHR antag = Antagonists of the Thyroid Stimulating Hormone Receptor: HTS campaign; TSHR-expressing cells, TSH-stimulated cAMP HTRF, 2 h; stronger effect = lower value; activity change, negative = inhibition, % at 11.5 µM; 330,000 compounds, 0.2% hits; AID 504810, 2011;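 active = activity change below a set negative limit, meaning inhibition stronger than a set level, cut at about -70% in these data; inconclusive = activity change between two set negative limits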; also: % is scaled to controls: 0 for no effect and ±100 for the full control effect
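Antagonism was scored as loss of TSH-driven cAMP in TSHR cells, stimulated with 4nM TSH (EC80) for 2 hours at 37 deg C and detected by homogeneous HTRF competition immunoassay.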
Mito fusion yeast = qHTS Assay for Small Molecule Inhibitors of Mitochondrial Division or Activators of Mitochondrial Fusion | S. cerevisiae fusion-defective mutant growth rescue, CellTiterGlo 48 h | Potency, µM (titrated, usually from 46.1 µM), without a hit: top-dose growth rescue (activation), most hits filed as activators | 320,000 compounds, 0.23% hits;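 also: potency is read from the fitted curve at half-maximal effect; % of control where 0% means no effect; nearly all actives have a fitted effect of over 45% in size; temperature-sensitive fusion mutants such as fzo1-1 at 37 °C on non-fermentable ethanol glycerol medium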
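Compounds are tested for their ability to restore growth of mitochondrial fusion-defective yeast strains at non-permissive 37C in YPEG medium over 48 hours. Viability is quantified by luciferase luminescence.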
AT treatment = qHTS Assay for Identifying a Potential Treatment of Ataxia-Telangiectasia; AID 485349, 2010; Potency, µM (highest dose often 57.5 µM), without a hit: top-dose activation, most hits filed as activators; […] A-T fibroblasts, KAP-1 phosphorylation AlphaLISA; neocarzinostatin DNA damage 30 min before lysis; 320,000 compounds, 0.19% hits; also: potency is read from the fitted curve at half-maximal effect; % of control where 0% means no effect; nearly all actives have a fitted effect of over 45% in size
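hTERT-immortalized A-T patient fibroblasts ([…]), 500 cells/well in OPTI-MEM, 1% FBS, got compounds for 60 min, then NCS for 30 min at 37C. Lysates were then assayed for phospho-KAP-1 by AlphaLISA (anti-pKAP1 donor, anti-KAP1 acceptor beads), 6 hr at 25C.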
MBNL1-CUG inh = qHTS Assay for Inhibitors of MBNL1-poly(CUG) RNA binding. Potency, µM (top dose mostly 57.5 µM), for the others: top-dose activity change, negative = inhibition, hits mostly inhibitors. TR-FRET MBNL1-His/biotin-(CUG)12 binding, 665/545 ratio. AID 2675, 2010. Muscleblind-like protein 1 (Homo sapiens), Q9NR56. 280,000 compounds, 0.036% hits; active = well fitted inhibition curve with a large enough effect in the signal ratio, with a control signal flat, not every such curve was filed as active; inconclusive = small, poorly fitted or top-dose-only effect, or effect the other way, or a change in a side signal; inactive = no such curve, though single readings can be large or run the other way; the % refers to the signal ratio; also: potency is read from the fitted curve at half-maximal effect; % is scaled to controls: 0 for no effect and ±100 for the full control effect
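TR-FRET readout: Ex 340 nm, 665/545 nm emission ratio, normalized to buffer-only (basal) and MBNL1-(CUG)12 controls. Complex of MBNL1-His with Biotin-(CUG)12, compounds 92 nM–58 uM, incubated 60 min at room temperature.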
PTAP TSG101 blk = qHTS Assay for Iinhibitors of HIV-1 Budding by Blocking the Interaction of PTAP/TSG101. Tumor susceptibility gene 101 protein (Homo sapiens), Q99816. Fluorescence polarization, FITC-PTAP peptide / Tsg101 binding. Potency, µM (highest dose often 115 µM), for the others: at the top dose activity change, negative = inhibition, actives largely listed as inhibitors. 340,000 tested, under 10 active. AID 493005, 2010; active = well fitted inhibition curve with a large enough effect in the main read-out, with a control signal flat, not every such curve was filed as active; inconclusive = small, poorly fitted or top-dose-only effect, or effect the other way, or a change in a side signal; inactive = no such curve, though single readings can be large or run the other way; also: potency is read from the fitted curve at half-maximal effect; % of control where 0% means no effect
Target sequence (Q99816 whole entry, looked up): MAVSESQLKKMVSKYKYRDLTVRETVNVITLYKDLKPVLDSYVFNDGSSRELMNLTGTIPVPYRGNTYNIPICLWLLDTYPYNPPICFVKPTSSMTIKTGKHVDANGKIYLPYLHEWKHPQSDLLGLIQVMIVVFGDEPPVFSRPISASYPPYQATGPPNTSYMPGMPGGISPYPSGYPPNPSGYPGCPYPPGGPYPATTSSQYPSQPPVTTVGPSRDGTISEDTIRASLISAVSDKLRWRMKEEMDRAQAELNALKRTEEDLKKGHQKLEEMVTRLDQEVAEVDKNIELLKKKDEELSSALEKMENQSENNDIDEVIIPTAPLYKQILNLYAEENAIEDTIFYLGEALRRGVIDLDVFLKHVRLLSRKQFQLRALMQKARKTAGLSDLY
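Compounds were pin-transferred onto Tsg101 binding domain (10 uM final) in HEPES pH 7.5 buffer, then FITC-PTAP peptide was added at 50 nM final. After 20 min at RT, polarization reported peptide displacement across a qHTS concentration series.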
MLL CXXC-DNA inh = qHTS Fluorescence Polarization Assay for Inhibitors of MLL CXXC domain - DNA interaction. AID 2662, 2010. Potency, µM (top dose mostly 115 µM), inactives show at the highest dose activity change, negative = inhibition, hits mostly inhibitors. MLL-CXXC / FITC-HOXA9 DNA fluorescence polarization. 290,000 compounds, 0.037% hits; active = well fitted inhibition curve with a large enough effect in the polarisation, with a control signal flat, not every such curve was filed as active; inconclusive = small, poorly fitted or top-dose-only effect, or effect the other way, or a change in a side signal; inactive = no such curve, though single readings can be large or run the other way; the % refers to the polarisation; also: potency is read from the fitted curve at half-maximal effect
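Fluorescence polarization: 7 uM MLL-CXXC (stock) preincubated 5 min with compounds, then 50 nM fluorescein-HOX-A9 DNA (stock) added; 30 min ambient. Buffer 50 mM Tris-HCl pH 7.5, 50 mM NaCl, 1 mM DTT, 0.05% BSA.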
Menin-MLL TR inh = qHTS Assay for Inhibitors Targeting the Menin-MLL Interaction in MLL Related Leukemias: Competition With Texas Red Labeled MLL-derived Mutant Peptide; O00255; Menin + Texas Red MLL mutant peptide, fluorescence polarization; Potency, µM (highest dose often 61.6 µM), for inactives: at the highest dose FP activity change, negative = inhibition, hits mostly inhibitors; 270,000 compounds, 0.23% hits; AID 1768, 2009; active = well fitted inhibition curve with a large enough effect in the polarisation, with a control signal flat, not every such curve was filed as active; inconclusive = small, poorly fitted or top-dose-only effect, or effect the other way, or a change in a side signal; inactive = no such curve, though single readings can be large or run the other way; the % refers to the polarisation; also: potency is read from the fitted curve at half-maximal effect; % of control where 0% means no effect; many of its hits are not listed in these tables
TCR act = Activators of T cell receptors: qHTS campaign | 330,000 tested, under 10 active | Potency, µM (series often up to 9.22 µM), for inactives: at the highest dose activation of IL-2 secretion, actives largely listed as activators | primary human leukocytes, anti-CD3, IL-2 HTRF, 48 h | AID 504894, 2011; also: % of control where 0% means no effect
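TCR engagement came from a-CD3 beads alone, with compounds added to primary human leukocytes for 48 hr. Secreted IL-2 bridged europium cryptate- and d2-labelled anti-IL-2 antibodies, giving FRET emission at 665nm after 320nm excitation.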
S-ASM inh = Inhibitors of Secretory Acid Sphingomyelinase (S-ASM): qHTS; 340,000 compounds, 0.006% hits; AID 504937, 2011; placental ASM, HMU-PC fluorogenic substrate, 60 min; Potency, µM (top dose mostly 57.5 µM), without a hit: top-dose activity change, negative = inhibition, most hits filed as inhibitors; Sphingomyelin phosphodiesterase (Homo sapiens), P17405; also: potency is read from the fitted curve at half-maximal effect
Target sequence (P17405 47-631 limits assumed): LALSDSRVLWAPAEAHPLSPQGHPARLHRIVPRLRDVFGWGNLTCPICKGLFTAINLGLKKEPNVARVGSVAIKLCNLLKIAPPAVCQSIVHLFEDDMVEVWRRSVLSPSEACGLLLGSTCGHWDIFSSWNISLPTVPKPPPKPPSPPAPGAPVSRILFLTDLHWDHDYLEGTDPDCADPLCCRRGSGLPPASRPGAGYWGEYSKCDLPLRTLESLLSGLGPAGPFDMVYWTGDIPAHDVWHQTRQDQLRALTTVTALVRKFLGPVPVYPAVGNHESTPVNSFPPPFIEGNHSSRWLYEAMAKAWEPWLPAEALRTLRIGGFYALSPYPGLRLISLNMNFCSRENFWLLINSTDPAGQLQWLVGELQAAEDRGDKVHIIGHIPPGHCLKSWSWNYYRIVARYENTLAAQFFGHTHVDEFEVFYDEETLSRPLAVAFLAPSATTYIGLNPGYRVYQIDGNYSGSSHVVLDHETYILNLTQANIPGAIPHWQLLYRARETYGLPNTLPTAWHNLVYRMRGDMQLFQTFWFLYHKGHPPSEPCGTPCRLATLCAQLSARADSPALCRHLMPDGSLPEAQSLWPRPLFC
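Human placenta-derived ASM preincubated with compound 10 min at room temperature, then reacted with 9 uM (final) fluorogenic HMU-PC substrate for 60 min at 37 C. Stop solution raises pH to 10; fluorescence read at Ex 386/Em 447 nm.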
Starred values were filed as active, the others as inactive; ? = inconclusive; / = not tested or not shown; [ ] = dose if it differs, or a comment. Unless noted, calls follow the shape of the dose curve; as a rule, active = well fitted curve in the direction sought with a large enough effect; inconclusive = small, poorly fitted or top-dose-only effect, or another doubt; inactive = no such curve, though single readings can be large; an effect the other way counts as inactive or inconclusive.

SMILES	Integrin act MD	TSHR antag	Mito fusion yeast	AT treatment	MBNL1-CUG inh	PTAP TSG101 blk	MLL CXXC-DNA inh	Menin-MLL TR inh	TCR act	S-ASM inh
CC(C)C[C@H](NC(=O)c1nc[nH]c1C(=O)N1CCNCC1)C(=O)OCc1ccccc1	6%	1	-7%	15%	/	-3%	/	/	-4%	4%
O=C(COC(=O)c1cc(S(=O)(=O)N2CCOCC2)ccc1F)NC1CC1	11%	/	/	1%	/	0%	/	/	-11%	-2%
Cc1ccc(Oc2cc(NC(=O)CCCn3nc([N+](=O)[O-])cc3C)cc([N+](=O)[O-])c2)cc1	-26%	-70*	22%	5%	/	-2%	9%	?	6%[46.1 µM]	-26%
O=C(NCCS(=O)(=O)N1CCN(c2cccc(Cl)c2)CC1)c1ccco1	-16%	-2	1%	-5%	/	0%	/	/	3%	-2%
COc1ccc(Nc2oc(COc3ccccc3OC)nc2C#N)cc1	-22%	-6	-4%	1%	-8%	1%	0%	-1%	-6%[46.1 µM]	-2%
COc1cc([N+](=O)[O-])ccc1N/C=C/C(=O)c1cccs1	-8%	-8	-3%	-3%	32%[activator]	?	?	?	2%	-2%
CC(C)(C)OC(=O)N1CCC[C@H]1C(=O)N/N=C/c1ccc2ncccc2c1	20%	-1	5%	3%	/	1%	6%	/	2%	0%
COc1ccc(CCNC(=O)CSc2ccc(-c3ccco3)nn2)cc1OC	40%	12	2%	-6%	11%	1%	-3%	1%	1%	2%
CC(C)Cn1c(=O)c2c(nc3n2CCCN3Cc2ccccc2)n(C)c1=O	-7%	-13	21%	-8%	-13%	-2%	-18%	?	1%	4%
CCOc1ccc(C(=O)NC2CC(C)(C)NC(C)(C)C2)cc1	0%	-2	1%	0%	-4%	-4%	6%	1%	-4%	4%
Cc1ccc(-n2c(=O)[nH]c3cc(C(=O)NC4CCN(Cc5ccccc5)CC4)ccc3c2=O)cc1	-7%	2	0%	-1%	0%	0%	31%[activator]	14%	1%	123%[activator]
CCOc1ccccc1CN1CCN(Cc2ccc3cccc(OC)c3n2)CC1CCO (stereo not drawn)	35%	9	0%	3%	4%	-3%	4%	-27%	-4%	12%
CC(C)C(=O)OC1CCS(=O)(=O)c2sccc21 (stereo not drawn)	-9%	19	7%	-4%	-6%	-3%	-4%	14%	-4%	-1%
COC(=O)c1ccc(NS(=O)(=O)c2ccccc2)o1	-15%	-6	-6%	-5%	-20%	-1%	-2%	-6%	-1%	6%
COc1ccc(S(=O)(=O)N2Cc3ccccc3CC2C(=O)N2CCOCC2)cc1 (stereo not drawn)	21%	-12	0%	-5%	-6%	1%	-2%	0%	4%	0%
Cc1c(NC(=S)N/N=C/c2ccc(O)cc2)c(=O)n(-c2ccccc2)n1C	-9%	10	1%	-2%	2%	2%	6%	11%	-6%	45%[activator]
CCOCCCNC(=O)C1CCN(S(=O)(=O)c2c(C)noc2/C=C\c2ccc(OC)cc2)CC1	14%	/	/	/	/	4%	/	/	3%	29%
O=C(NNC(=O)C1CCN(S(=O)(=O)c2ccc(Cl)cc2)CC1)c1ccncc1	9%	-14	20%	18%	-13%	1%	-9%	-5%	1%	8%
COc1ccc(S(=O)(=O)N2CCCCC2)cc1NC(=O)c1ccc2c(c1)OCO2	-10%	-1	4%	0%	3%	-3%	9%	7%	0%[46.1 µM]	-4%
CC1=Nn2c(nnc2-c2cccs2)SC1	4%	2	0%	7%	-4%	-5%	-6%	1%	-2%	5%
CCS(=O)(=O)n1nc(-c2ccccc2)nc1SC	2%	1	4%	0%	-4%	6%	4%	8%	2%	0%
C/C(=C\c1cccc(Cl)c1)C(=O)c1c(C)cc(C)[nH]c1=O	-36%[inhibitor]	3	7%	3%	2%	-6%	?	?	-3%	-1%
Cc1ccc(-c2csc3n[nH]c(=S)n23)cc1	-3%	-9	3%	0%	10%	-8%	-8%	15%	8%	0%
O=C(CCCCCn1c(=S)[nH]c2cc3c(cc2c1=O)OCO3)N1CCN(c2ccccc2)CC1	?	4	2%	-6%	4%	0%	-16%	25%	0%	4%
CCC(C(=O)OCC(=O)N(CC)c1c(N)n(Cc2ccccc2)c(=O)[nH]c1=O)c1ccccc1 (stereo not drawn)	27%	18	0%	2%	/	3%	/	/	1%	3%

Carrying on:
SMILES	Integrin act MD	TSHR antag	Mito fusion yeast	AT treatment	MBNL1-CUG inh	PTAP TSG101 blk	MLL CXXC-DNA inh	Menin-MLL TR inh	TCR act	S-ASM inh
COc1ccc(OC)c(-c2cc(C(=O)NCCN3CCOCC3)no2)c1	7%	30	-2%	-5%	3%	-2%	-12%	-6%	0%	7%
COc1ccc2cc3cc(C(=O)NC4CC4)sc3nc2c1	-1%	3	23%	-2%	?	-7%	-1%	-29%	3%	202%[activator]
COC(=O)CNc1nc(-c2cccnc2)nc2ccccc12	-18%	22	-1%	8%	6%	-16%	1%	-16%	-3%	2%
CC1(C)Cc2c(sc(NC(=O)c3ccco3)c2C#N)CO1	-2%	26	3%	-9%	9%	-6%	7%	1%	-2%	-7%
C(=N\Nc1ccc2ccccc2n1)/c1ccc2c(c1)OCCO2	37%	-7	4%	6%	8%	-3%	29%	?	5%	418%[activator]
COc1ccc2c(CC(=O)OCC(=O)c3ccc(F)cc3)coc2c1	4%	-3	2%	-1%	6%	-2%	-9%	24%	3%	1%
O=C(Nc1ccc(Cc2ccncc2)cc1)C1CCC(N2C(=O)C3C4C=CC(C5CC45)C3C2=O)CC1 (stereo not drawn)	-44%	-23	3%	3%	-8%	-6%	16%	-2%	/	1%
CC(C)NC(=O)CSCc1ccccc1Cl	30%	-6	0%	-4%	-11%	-8%	6%	1%	-4%	9%
Cc1c(C(=O)NCCSCc2ccccc2Cl)cccc1[N+](=O)[O-]	12%	-3	15%	5%	9%	-5%	1%	-10%	4%	-3%
NS(=O)(=O)c1ccc(CNS(=O)(=O)c2cc(Cl)ccc2Cl)cc1	-10%	0	2%	15%	-13%	-3%	7%	/	8%	-3%
CCn1cc(C(=O)O)c(=O)c2cc(F)c(N3CCNCC3)cc21	/	6	3%	10%	-5%	/	-5%	0%	/	/
CC(=O)N=C1SC2CS(=O)(=O)CC2N1c1c(Cl)cccc1Cl (stereo not drawn)	39%	7	12%	-3%	-1%	-4%	5%	4%	8%	0%
Cn1c(CNS(=O)(=O)c2cccc(Cl)c2)cc(=O)n(C)c1=O	-13%	14	0%	0%	-4%	-1%	4%	/	4%	-1%
CC(=O)Nc1ccc(N2CCN(Cc3ccccc3)CC2)cc1	-6%	0	8%	-9%	-7%	-1%	-1%	-9%	1%	-2%
O=C(O)c1ccc2cc(-c3ccccc3)[nH]c2c1	-1%	/	/	/	/	-4%	/	/	-1%	-2%
Cc1c(C(=O)O)sc2nc3n(c(=O)c12)CCCCC3	16%	/	-2%	/	1%	-7%	5%	27%	0%	1%
Cc1[nH]nc(N2CCCCCC2)c1[N+](=O)[O-]	0%	-4	2%	1%	11%	-8%	-2%	-15%	-4%	-2%
O=S(=O)(c1ccc(Br)cc1)N1CCCc2ccccc21	-9%	-1	-10%	4%	-1%	0%	-4%	9%	/	-4%
Cc1nc2nc(SCC(=O)NCc3ccco3)nn2c(C)c1Cc1ccccc1	-24%	-5	0%	-3%	-1%	-7%	6%	-9%	1%	-1%
CC(C)OC(=O)CSc1n[nH]c(-c2cccnc2)n1	25%	20	2%	-6%	-9%	-1%	-1%	-1%	-3%	2%
COCCN1C(=O)C(=O)/C(=C(/O)c2ccc(S(=O)(=O)N3CCOCC3)cc2)C1c1cccc(Cl)c1 (stereo not drawn)	18%	6	2%	-5%	/	-8%	5%	/	1%	5%

Screens (PubChem)

The list is partial. The share of hits here may be higher or lower than overall.
